# Source: PubChem (The Scripps Research Institute Molecular Screening Center)
# MITF inh: human MITF inhibition, primary screen; O75030; AlphaScreen MITF homodimerization, bead proximity signal; inhibition, % at 2.6 µM; actives 0.91% (n = 650,000); in the data active = inhibition above about 50%;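 also: 0% = vehicle wells with protein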
# GPR151 activ: activates the human receptor GPR151. Q8TDV0. PathHunter beta-arrestin GPR151 cells, luminescence. activation, % at 11.2 µM. actives 1% (n = 650,000). AID 1508602; in the data active = activation above about 4.9%;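 also: 0% = median of compound wells and 100% = cells with positive control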
# Target sequence (Q8TDV0 whole entry, looked up): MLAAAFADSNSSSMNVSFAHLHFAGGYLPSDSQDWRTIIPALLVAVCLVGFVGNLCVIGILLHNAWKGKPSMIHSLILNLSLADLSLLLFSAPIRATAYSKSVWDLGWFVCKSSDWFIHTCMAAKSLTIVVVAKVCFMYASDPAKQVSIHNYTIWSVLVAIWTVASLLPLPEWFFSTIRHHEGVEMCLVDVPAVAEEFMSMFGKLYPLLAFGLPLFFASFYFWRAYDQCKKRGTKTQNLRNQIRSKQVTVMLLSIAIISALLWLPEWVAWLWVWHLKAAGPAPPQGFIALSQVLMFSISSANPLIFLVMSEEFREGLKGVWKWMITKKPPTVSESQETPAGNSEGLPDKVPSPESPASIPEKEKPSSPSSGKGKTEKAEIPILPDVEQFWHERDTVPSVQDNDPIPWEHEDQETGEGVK
# TEAD-YAP inh: TEAD-YAP interaction inhibition | actives 1.4% (n = 640,000) | HEK-TIYL cells, TEAD-Gal4/YAP UAS-luciferase luminescence | inhibition, % at 9.12 µM; in the data active = inhibition above about 32%;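 also: 0% = median of test compound wells and 100% = reference inhibitor wells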
# FBW7 activator: activators of human E3 ligase FBW7 | Q969H0 | actives 0.13% (n = 650,000) | AlphaScreen FBW7–phospho-cyclin E peptide binding, activator screen | normalized activity (activation), % at 26.1 µM; in the data active = normalized activity above about 1.9%;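 also: purified mutant Fbw7 with reduced substrate affinity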
# Target sequence (Q969H0 whole entry, looked up): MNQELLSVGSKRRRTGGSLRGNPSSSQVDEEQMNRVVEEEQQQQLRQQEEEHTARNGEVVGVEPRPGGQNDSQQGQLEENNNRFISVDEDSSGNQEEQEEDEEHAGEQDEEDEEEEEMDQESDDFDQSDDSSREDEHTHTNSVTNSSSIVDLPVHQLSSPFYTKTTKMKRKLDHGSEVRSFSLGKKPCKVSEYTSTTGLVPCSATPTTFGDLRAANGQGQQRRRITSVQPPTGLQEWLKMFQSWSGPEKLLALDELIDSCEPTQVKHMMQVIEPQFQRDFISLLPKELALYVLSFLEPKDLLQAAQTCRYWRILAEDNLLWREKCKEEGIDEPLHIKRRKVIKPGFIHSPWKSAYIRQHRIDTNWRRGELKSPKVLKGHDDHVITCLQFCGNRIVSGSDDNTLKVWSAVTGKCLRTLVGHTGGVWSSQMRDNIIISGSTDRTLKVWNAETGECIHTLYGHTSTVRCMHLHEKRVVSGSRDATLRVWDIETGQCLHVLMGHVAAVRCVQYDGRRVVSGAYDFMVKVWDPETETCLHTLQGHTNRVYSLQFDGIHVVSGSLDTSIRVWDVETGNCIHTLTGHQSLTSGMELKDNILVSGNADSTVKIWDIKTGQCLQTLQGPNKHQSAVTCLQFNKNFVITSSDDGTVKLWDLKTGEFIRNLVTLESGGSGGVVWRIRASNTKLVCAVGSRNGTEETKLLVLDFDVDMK
# An asterisk follows results filed as active; & = joins results of further samples.
SMILES,MITF inh,GPR151 activ,TEAD-YAP inh,FBW7 activator
COc1ccc(C(=O)CC2(O)C(=O)Nc3ccc(Br)cc32)c(OC)c1 (configuration not stated),1,-0.3,14,-0.1
Cc1ncc([N+](=O)[O-])n1CCOC(=O)c1cccs1,45,1.5,12,0.0
CC1CCCN(C(=O)c2ccccc2NC(=O)c2ccc(Cl)cc2)C1 (configuration not stated),11,1.8,-3,0.0
CCC1C(=O)OC(c2ccc(Cl)cc2)C(C)(C)C1=O (configuration not stated),11,1.3,2,0.0
Cc1ccc(S(=O)(=O)NCC(c2ccco2)S(=O)(=O)c2ccc(C)cc2)cc1 (configuration not stated),14,-1.2,12,0.1
COc1ccc(Cl)cc1C(=O)NNC(=O)CSc1ccc([N+](=O)[O-])cc1,3,-1.5,-3,0.1
O=C(Nc1ccc(F)c(Cl)c1)c1cccn(OCc2ccccc2F)c1=O,-1,-0.4,-11,1.2
Cc1c(C(=O)NCCSC(C)(C)C)cccc1[N+](=O)[O-],12,-1.6,-6,0.5
C=CCNC(=O)c1ccccc1NC(=O)CN(c1cc(OC)ccc1OC)S(C)(=O)=O,-3,0.4,5,0.1
N#Cc1cc2ccccc2nc1SCC(=O)N1CCc2ccccc2C1,-4,2.4,1,-0.1
COC(=O)c1c(OCCc2cccs2)cc(=O)n2c1CCN(Cc1cnc(C)[nH]1)CC2,-9,-0.1,-4,0.1
CCOC(=O)c1c(NC(=O)C(CC(C)C)N2C(=O)c3ccccc3C2=O)sc2c1CCC2 (configuration not stated),-2,-0.3,1,-0.1
CCC1(C)NC(=O)N(/N=C/c2ccc(OCC(=O)N3CC(C)OC(C)C3)c(OC)c2)C1=O (configuration not stated),-8,3.1,3,-0.1
CC(=O)CSC1=C(C#N)C(c2sccc2C)C(C(C)=O)=C(C)N1 (configuration not stated),12,-1.2,-13,0.1
O=C(CCSc1ccccc1)NCc1ccc(Cl)cc1,-15,0.3,0,0.1
CC1CCCc2sc3c(c21)c(=O)n(-c1ccccc1)c1nncn31 (configuration not stated),-5,0.9,-10,0.1
COC(=O)C1=C(C(C)=O)C(c2ccc(C(=O)OC)cc2)n2nnnc2N1 (configuration not stated),-2,0.2,1,0.0
CC[C@H](C)[C@@H]1NC(=O)[C@@H]2C[C@H](NC(=O)Oc3ccc(F)cc3)CN2C1=O,3,-0.7,-2,0.2
Fc1cccc(C2C=C(c3ccc(Cl)cc3)Nc3ncnn32)c1 (configuration not stated),12,-0.3,-9,0.0
O=C(Nc1c2c(nc3ccccc13)N(Cc1ccccc1)CC2)C12CC3CC(CC(C3)C1)C2,-8,-0.4,-9,-0.3
CSCCC(NS(=O)(=O)c1cccs1)C(=O)Nc1cccc(C)c1 (configuration not stated),6,1.6,11,0.0
OC1(c2ccc(Br)cc2)CCN(Cc2c(F)cccc2F)CC1,16,-0.4,-4,0.0
O=CN1CCN(Cc2ccc(Cl)c(Cl)c2)CC1,25,-0.4,-7,-0.1
CCN(CC)C(=O)CN(c1ccc2c(c1)OCO2)S(C)(=O)=O,2,0.4,9,0.0
COc1ccc(-c2nc3c(N)ncnc3n2C(C)C)cn1,2,3.4,-7,-0.1
O=C(c1ccc(Cl)cc1)c1conc1C(=O)c1ccc(Br)cc1,-1,1.9,1,-0.1
CC(=O)Nc1ccc(CNc2ccc(C)cc2)cc1,8,0.8,-6,-0.1
CCCN(CCC)CC(=O)Nc1cccc2c1OCO2,21,2.0,5,0.9
O=C(O)/C(=C\c1ccc(O)cc1)NC(=O)c1ccc(Cl)cc1Cl,-2,-0.8,0,-0.2
Oc1ccc(CCNc2ccnc(Nc3ccccn3)n2)cc1,19,-1.2,-49,0.0
Cc1ccccc1OC(C)C(=O)Nc1ncn[nH]1 (configuration not stated),13,0.7,4,0.1
CC(C)(C)NCCOCCOc1ccc(Cl)cc1,36,0.5,-1,-0.1
Cc1c(NC(=O)CSc2nnnn2-c2ccc(F)cc2)c(=O)n(-c2ccccc2)n1C,6,-0.9,7,0.0
O=C(O)Cn1ncn2c(nc3ccccc32)c1=O,-11,0.2,-6,-0.2
Cc1ccc(NC(=O)CSc2nc3ccccc3c(=O)n2CC2CCC(C(=O)NCc3ccccc3)CC2)cc1 (configuration not stated),-7,1.5,-6,-0.1
CC1Oc2ccc(F)cc2N(Cc2cccc(C#N)c2)C1=O (configuration not stated),16,-0.3,-3,0.0
COc1cc(NC(=O)CN2C(=O)C(c3ccccc3)=NC23CCC(C)CC3)cc(OC)c1 (configuration not stated),-2,0.6,0,-0.1
Cc1ccccc1NC(=O)CSCc1ccccc1,22,-1.4,-9,0.0
CCOc1ccc(C(=O)O/N=C(\N)c2ccc(Cl)cc2)cc1OCC,-2,-0.4,-2,0.1
COc1ccc(C(=O)Nc2ccc(CN3CCCC3)cc2)c(OC)c1OC,3,-1.0,-4,0.1
COC(=O)C1CCN(C(c2ccc(F)cc2)c2sc3nc(C)nn3c2O)CC1 (configuration not stated),-5,-1.2,7,-0.1
FC(F)(F)c1cccc(CNc2nc(Nc3ccccc3)nc3c2ncn3-c2ccsc2)c1,8,2.8,-2,0.4
Clc1ccc(COn2nnc3ccccc32)cc1,-3,-1.0,-42,0.2
C=CCNC(=O)c1ccc(-c2cccc([N+](=O)[O-])c2)o1,3,-0.6,-32,0.0
O=C(Nc1cccc(-c2ccn[nH]2)c1)C1CCN(C2CCOCC2)CC1,-4,0.3,14,-0.1

# Given tab-delimited: entries from further up
Compound	MITF inh	GPR151 activ	TEAD-YAP inh	FBW7 activator
Cc1ccccc1NC(=O)CSCc1ccccc1	22	-1.4	-9	0.0
CCOc1ccc(C(=O)O/N=C(\N)c2ccc(Cl)cc2)cc1OCC	-2	-0.4	-2	0.1
COc1ccc(C(=O)Nc2ccc(CN3CCCC3)cc2)c(OC)c1OC	3	-1.0	-4	0.1

# Additional compounds follow.
SMILES,MITF inh,GPR151 activ,TEAD-YAP inh,FBW7 activator
O=C(NC1CS(=O)(=O)CC1Cl)c1cccc(C(F)(F)F)c1 (configuration not stated),16,-0.6,9,-0.1
COCCN(C)C(=O)Cn1nnnc1CN(C)C(C)C,-5,-0.6,1,-0.1
COC(=O)c1cc(S(=O)(=O)Nc2ccc(F)c(Cl)c2)c[nH]1,12,-1.8,6,0.2
Cc1nn(CC(=O)N(C)C)c(=O)c2cc3ccsc3n12,2,0.4,5,0.1
O=C(Nc1nn2c(-c3ccco3)nnc2s1)c1ccc(F)cc1,-6,-0.6,-1,-0.3
COc1cccc(-c2nc(CS(=O)(=O)CC(=O)N3CC(C)CC(C)C3)c(C)o2)c1 (configuration not stated),26,-0.2,1,0.6
O=C(NNC(=S)Nc1ccccc1)c1cccc(F)c1,-6,-0.8,-36,0.1
O=C(NNC1CC(=O)N(c2ccc(Br)cc2)C1=O)c1ccco1 (configuration not stated),5,-0.8,-2,0.2
COc1ccc(-c2nc(NCCO)c3ncn(CCN4CCCC4=O)c3n2)cc1,9,-1.1,6,0.2
COc1ccc(NC(=O)C(=O)NNC(=O)c2cccc(OC)c2)cc1,-6,6.1*,-3,-0.1
O=C(/C=C/c1ccccc1)NCc1ccc(F)cc1,13,-0.5,-3,0.7
CC(C)(C)C(=O)N1CCc2c(nc(N3CCCC3)[nH]c2=O)C1,-7,0.7,-1,-0.1
CCCN(CC1CC1)C(=O)CN1c2cccc3cccc(c23)S1(=O)=O,3,0.1,3,0.1
COc1ccc(/C=C/C(=O)NNC(=O)COc2ccc(Cl)c(C)c2)cc1OC,11,0.7,13,0.3
CCCC1C2c3ccccc3C(c3ccccc32)C1C(=O)Nc1ccc(C)cc1C (configuration not stated),10,-1.1,-5,0.1
Cc1ccc2onc(CC(=O)NCCC(C)C)c2c1,-2,-0.9,-4,-0.1
COc1ccc(NC(=O)CC(Cc2ccc(Cl)cc2)C(=O)O)cc1 (configuration not stated),-2,-0.8,2,0.0
C/C(=N\Nc1ccc([N+](=O)[O-])cc1)c1ccc(C#N)cc1,-17,0.2,1,0.1
Cc1ccc(NC(=O)COC(=O)c2ccc(CO)cc2)cc1S(=O)(=O)N(C)C,2,0.6,9,0.1
CC(C)CC1=NN2C(=N)/C(=C/c3cccc(Br)c3)C(=O)N=C2S1,-9,-0.9,7,0.0
COc1cc2c(cc1OC)C(c1cc3cc4c(cc3[nH]c1=O)OCCO4)N(C(C)=O)CC2 (configuration not stated),17,-1.7,-1,0.0
CCCOc1ccc(C2C(=O)N(C3CCCCCC3)CC(=O)N2C2CCCCCCC2)cc1OC (configuration not stated),0,2.3,-13,0.3
Cc1ccc2[nH]c(=O)c(CN(CCO)C(=O)Nc3ccc(Cl)cc3)cc2c1,-2,1.2,2,1.9
CCOc1ccc(-c2c(C(=O)Nc3ccccc3)c(C)nc3sc(C(=O)Nc4ccc(OC)cc4)c(N)c23)cc1,-2,-0.5,-10,-0.2
C=C(C)CN(CC)C(=O)CCCn1nnnc1CN1CCC(C)CC1,5,-0.7,-2,0.0
CCOC(=O)C1(Cc2cccc(OC)c2)CCCN(S(=O)(=O)c2ccccc2)C1 (configuration not stated),9,0.3,-6,-0.1
CCCNc1nc(-c2cccs2)nc2c1ncn2C(C)C,0,-0.6,4,-0.1
O=S(=O)(c1ccc(F)c(F)c1)N1CCC(c2[nH]ncc2-c2ccccc2)CC1,9,-1.2,2,-0.1
Cc1cc(C)nc(N2CCC(N(CC3CC3)C(=O)Cc3ccc(F)cc3)CC2)n1,5,-0.2,11,0.0
CCOC(=O)C1CCCN(S(=O)(=O)c2cn(C)nc2C)C1 (configuration not stated),5,-0.3,-6,0.5
Nc1cc(S(=O)(=O)N2CCCCC2)ccc1S,1,-0.5,-2,0.0
N#Cc1c(NC(=O)c2cnn3cc(Br)cnc23)sc2c1CCC2,7,0.2,9,0.0
OC1CCN(c2ccc(Nc3nccc(-c4cc(N5CCOCC5)cc(C(F)(F)F)c4)n3)cc2)CC1,15,3.8,32,-0.1
Cc1ccc(C(=O)N/C(=C/c2cccc([N+](=O)[O-])c2)C(=O)NCc2ccco2)cc1,5,0.2,11,0.2
CCOc1ccc(Br)cc1S(=O)(=O)NC1CC(C)(C)NC(C)(C)C1,20,-1.7,7,0.6
Cc1cccc(-c2nc(Nc3ccc(Oc4ccc(Cl)cc4)cc3)c3ccccc3n2)c1,2,2.2,12,0.1
CCC(=O)OCCNc1cc(Sc2nc3ccccc3[nH]2)c2nonc2c1[N+](=O)[O-],6,-0.1,12,-0.4
CCOCCc1nnc(NC(=O)Cc2ccc(OC)cc2)s1,0,-1.3,-4,0.3
CC(C)NCC(O)COc1ccc(CCOCC2CC2)cc1 (configuration not stated),-6&-11&1&9,0.7&-0.6&1.4&-0.3,-6&5,0.0&-0.1&0.2&1.0
CCOc1cc2[nH]c(=O)n(CCCCCC(=O)NC3CCCC3)c(=O)c2cc1OCC,5,-1.3,0,0.3
Cc1ccc(OCC(=O)NCc2ccccc2)cc1C,-5,-1.1,2,-0.1
Nc1cc(N2CCCC2)c(Cl)cc1[N+](=O)[O-],-10,0.2,-1,0.0
CC(C(=O)N1CCC2(CC1)NC(=O)c1ccccc1O2)c1ccccc1 (configuration not stated),8,0.6,8,0.1
CCN(CC)c1nc2n(c(=O)n1)CCS2,12,1.8,2,0.2
COc1ccc(-c2nnc(Nc3nc4c(OC)cccc4s3)o2)cc1,25,1.0,9,0.0
O=C(NN1CCCCC1)C(O)(c1cccs1)c1cccs1,-6,0.4,-7,-0.1
COc1cccc(OC)c1C(=O)NC(=S)Nc1ccccc1N1CCOCC1,-13,-1.4,3,-0.2
CCc1nn(CC(=O)NC2CCCCC2)c(=O)c2cc3occc3n12,4,-0.5,-1,0.1
O=C(Nc1cc(Oc2ccccc2)cc([N+](=O)[O-])c1)c1cn(-c2ccccc2)nc1-c1ccccc1,0,2.6,-1,0.1
Cc1ccc(F)cc1NC(=O)c1sc2ncn(CC(=O)N3CCOCC3)c(=O)c2c1C,-1,-0.9,-4,-0.1
Cc1nn(C)cc1C(C)NC(=S)Nc1ccc(S(N)(=O)=O)cc1 (configuration not stated),12,1.1,5,-0.2
COc1ccc(Cl)cc1NC(=O)N1CCC(c2nnc(C3CC3)s2)CC1,15,0.1,7,0.7

# Among those listed so far, 13 have a thiophene ring, fused or not:
SMILES,MITF inh,GPR151 activ,TEAD-YAP inh,FBW7 activator
Cc1ncc([N+](=O)[O-])n1CCOC(=O)c1cccs1,45,1.5,12,0.0
COC(=O)c1c(OCCc2cccs2)cc(=O)n2c1CCN(Cc1cnc(C)[nH]1)CC2,-9,-0.1,-4,0.1
CCOC(=O)c1c(NC(=O)C(CC(C)C)N2C(=O)c3ccccc3C2=O)sc2c1CCC2 (configuration not stated),-2,-0.3,1,-0.1
CC(=O)CSC1=C(C#N)C(c2sccc2C)C(C(C)=O)=C(C)N1 (configuration not stated),12,-1.2,-13,0.1
CC1CCCc2sc3c(c21)c(=O)n(-c1ccccc1)c1nncn31 (configuration not stated),-5,0.9,-10,0.1
CSCCC(NS(=O)(=O)c1cccs1)C(=O)Nc1cccc(C)c1 (configuration not stated),6,1.6,11,0.0
FC(F)(F)c1cccc(CNc2nc(Nc3ccccc3)nc3c2ncn3-c2ccsc2)c1,8,2.8,-2,0.4
Cc1nn(CC(=O)N(C)C)c(=O)c2cc3ccsc3n12,2,0.4,5,0.1
CCOc1ccc(-c2c(C(=O)Nc3ccccc3)c(C)nc3sc(C(=O)Nc4ccc(OC)cc4)c(N)c23)cc1,-2,-0.5,-10,-0.2
CCCNc1nc(-c2cccs2)nc2c1ncn2C(C)C,0,-0.6,4,-0.1
N#Cc1c(NC(=O)c2cnn3cc(Br)cnc23)sc2c1CCC2,7,0.2,9,0.0
O=C(NN1CCCCC1)C(O)(c1cccs1)c1cccs1,-6,0.4,-7,-0.1
Cc1ccc(F)cc1NC(=O)c1sc2ncn(CC(=O)N3CCOCC3)c(=O)c2c1C,-1,-0.9,-4,-0.1
